LGR2 antag = inhibitors of bursicon-induced LGR2 CRE-luciferase signal, primary screen, cell-based, HEK293, CRE-luciferase reporter, bursicon stimulation; Drosophila bursicon receptor LGR2 (rickets); bursicon-stimulated, 4 h; inhibition, % at 9.99 µM; hit rate 0.35% among 380,000; AID 720647, 2013;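 active means drop in luminescence signal, shown as inhibition above about 50% in the replicate tests, limit read from the data, passing the limit was not always enough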;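 further: agonist challenge used bursicon conditioned medium at about half maximal strength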
FN deposit inh = inhibitors of fibronectin matrix deposition, primary screen, AH1F cells, Alexa488-fibronectin fluorescence, plate reader; AH1F fibroblasts, overnight; inhibition, % at 12.6 µM; hit rate 0.086% among 350,000; AID 743247, 2014;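 active means mean inhibition across replicates of 30% or more, regardless of how many single replicates reach that level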;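 further: positive control wells lacked labelled fibronectin entirely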
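Measured by – fluorescence 485/525 nm · System – AH1F fibroblast monolayer, labelled fibronectin deposition · Amount – 10000 cells per well · Buffer or medium – serum-reduced DMEM (2% serum) · Doses – single dose, pinned · Also added – fluorescent fibronectin at 24 nM final · Schedule – 1 h cell attachment, overnight exposure to compound and label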
miR122 inh = miR-122 Renilla sensor signal increase in Huh7, primary screen, miR-122 inhibitor project, cell-based, single point, plate reader. Huh7 miR-122 Renilla luciferase sensor, 48 h; neutral wells = 0, positive control = 100. activation (reporter increase), % at 12.5 µM. hit rate 0.3% among 340,000. AID 602342, 2012;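 active means mean replicate activation score at least 90 and every replicate individually at or above 90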;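 further: higher luciferase means less miR-122 activity so hits act as miR-122 inhibitors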
PGC1a acetyl inh = inhibitors of PGC1a acetylation signal, primary screen, cell-based, U2OS, AlphaScreen, inhibitor mode; AlphaScreen anti-acetyl-lysine; with virally co-expressed GCN5 acetyltransferase; inhibition, % at 15.6 µM; hit rate 0.17% among 350,000;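 active means every replicate shows inhibition of at least 40%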;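 further: 0% = neutral control wells and 100% = positive control wells; some results beyond the cut were filed as inactive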
Cneo AK release = Cryptococcus neoformans cell lysis inducers, primary screen, AK release luminescence, single concentration | C. neoformans lysis, adenylate kinase release luminescence, 4 h; normalised: neutral wells 0, clomiphene wells 100 | lysis activity, % at 15 µM | hit rate 0.2% among 360,000 | AID 651654, 2012;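 active means mean lysis activity across replicates of at least 80%, whatever share of replicates individually reach that level; inactive means mean lysis activity below 80%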
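Assay system: log-phase C. neoformans yeast / Quantity: yeast cell density of 5 × 10^6 cells/mL / Medium: fresh YPD growth medium / Compound: single dose / Timing: static 4 h at 37 °C with compound, 1 h detection / Measured by: adenylate kinase release luminescence / Read-out: lysis from increased AK signal / Benchmarks: Clomiphene as positive lysis control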
CASP6 VEID inh = human caspase-6 inhibitors, primary screen, biochemical, VEID-R110 fluorescence, single point, set 2. purified caspase-6, Z-VEID-R110 cleavage fluorescence. inhibition, % at 12.5 µM. hit rate 0.53% among 350,000;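 active means mean inhibition across replicates at least about 35%, with every replicate also reaching that limit, limit read from the data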;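 further: 0% = median of neutral control wells and 100% = no fluorescence left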
Target sequence (P55212 24-179 limits assumed): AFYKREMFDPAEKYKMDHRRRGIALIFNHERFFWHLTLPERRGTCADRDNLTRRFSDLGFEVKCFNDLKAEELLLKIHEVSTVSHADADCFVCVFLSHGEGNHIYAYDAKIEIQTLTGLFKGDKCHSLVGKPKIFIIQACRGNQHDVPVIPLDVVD
Target sequence (P55212 194-293 limits assumed): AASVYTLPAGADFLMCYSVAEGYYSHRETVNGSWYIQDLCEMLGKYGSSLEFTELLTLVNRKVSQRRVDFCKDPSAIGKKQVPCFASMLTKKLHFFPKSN
PAX8 inh HTS = inhibitors of PAX8-driven TPO luciferase reporter, primary screen, RMG-I cells, single concentration; SteadyGlo, 24 h; inhibition, % at 12.6 µM; hit rate 1.2% among 360,000;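 active means mean replicate inhibition at least 60% with every replicate also reaching 60%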;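 further: luciferase light reporting Pax8 driven TPO promoter activity; plate controls were median of neutral control wells for no effect and mitoxantrone controls for full effect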
EWS-Fli inh = EWS/Fli-driven NR0B1 reporter inhibitors, primary screen, A673 cells, NR0B1 luciferase, luminescence, MLPCN library. viability-normalised. inhibition, % at 12.6 µM. hit rate 0.67% among 350,000. AID 651661, 2012;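 active means mean inhibition of at least 50% after viability correction, with every replicate also passing that limit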;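 further: firefly luciferase signal divided by Alamar Blue viability fluorescence both relative to DMSO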
Active calls of the source: *; · = no result given; & = joins results of further samples; [ ] = another dose, or the depositor's remark.

SMILES | LGR2 antag | FN deposit inh | miR122 inh | PGC1a acetyl inh | Cneo AK release | CASP6 VEID inh | PAX8 inh HTS | EWS-Fli inh
COC(=O)C[C@H]1CC[C@@H]2[C@@H](COc3ccc(NC(=O)c4cscn4)cc3C(=O)N2C)O1 | 3.5 | 2.9 | -45.0[16.7 µM] | -16.4 | -2.4 | -2.2 | -8.2 | -1.1
CCc1nn(CC(=O)N2CCC(C)CC2)c(=O)c2cccn12 | 7.4 | 1.3 | -3.2 | -6.0 | 0.5 | 1.5 | -6.0 | -3.1
Cc1ccc(NC(=O)Cn2cc(C=O)c3ccccc32)cc1 | 27.2 | -1.2 | -0.7 | -4.9 | 0.6 | -1.7 | 24.3 | 7.6
C[C@@H]1CN([C@@H](C)CO)C(=O)Cc2cc(NC(=O)C3CCCCC3)ccc2O[C@H]1CN(C)Cc1ccc2c(c1)OCO2 | 10.6 | · | -7.5[16.7 µM] | -4.2 | -7.2 | -2.3 | · | 26.4
C[C@H](CO)N1C[C@H](C)[C@@H](CN(C)C(=O)Nc2ccc(F)cc2)Oc2ccc(NC(=O)Nc3ccc(C(F)(F)F)cc3)cc2CC1=O | 4.1 | · | 4.4[16.7 µM] | -8.2 | -3.6 | 1.1 | 10.9 | 28.0
COc1cccc(OCc2cc(C(=O)NCCc3cccc(C)n3)no2)c1 | -4.9 | -0.3 | -3.2 | -18.0 | 0.0 | 1.1 | -11.1 | -11.6
O=C(C[C@@H]1C[C@H]2c3cc(NC(=O)Nc4ccc(C(F)(F)F)cc4)ccc3O[C@H]2[C@@H](CO)O1)NCCc1ccccc1 | 2.0 | -20.4 | -1.4[16.7 µM] | 6.8 | -5.3 | -1.3 | 11.5 | 26.5
N#CC1(NC(=O)CN2C(=O)c3ccccc3C2=O)CCCCC1 | -2.0 | 3.3 | -4.4 | 3.3 | 0.0 | 3.6 | 2.1 | -4.1
COc1ccc(NC(=O)COc2ccc(S(=O)(=O)N3CCOCC3)cc2C)cc1OC | -18.0 | -4.0 | -0.4 | 1.4 | 0.0 | -4.3 | 17.9 | 11.3
CN(C)C(=O)[C@@H]1[C@@H](CO)[C@@H]2Cn3c(ccc(-c4ccc(F)cc4)c3=O)[C@H]1N2CCc1ccccc1 | -3.6 | · | -4.7[16.7 µM] | -1.7 | -1.2 | 2.1 | 9.1 | -0.6
CC1CCC(NC(=O)CN(C)S(=O)(=O)c2cccc3cccnc23)CC1 (configuration not stated) | -0.6 | -2.7 | · | · | · | -1.2 | 7.2 | 2.3
C[C@@H]1CCCCO[C@@H](CN(C)C(=O)Nc2cccc3ccccc23)[C@@H](C)CN([C@H](C)CO)C(=O)c2cc(NC(=O)Nc3ccc4c(c3)OCO4)ccc2O1 | -7.7 | · | 7.9[16.7 µM] | 25.0 | -2.1 | 2.0 | 12.9 | 6.8
Cc1cc(S(=O)(=O)N2CCN(c3ccccc3O)CC2)c(C)s1 | 5.1 | -6.7 | 0.0 | 14.8 | -1.6 | 2.2 | 7.1 | 3.5
Cc1c(N(C(=O)CNC(=O)c2ccccc2)C2(C(=O)NC3CCCCC3)CCCCC2)c(=O)n(-c2ccccc2)n1C | -13.5 | -7.7 | -1.0 | 3.2 | 0.9 | 1.0 | -1.9 | -2.0
O=C(c1ccc(CS(=O)c2cccc(Cl)c2)o1)N1CCOCC1 (configuration not stated) | -5.5 | -23.5 | 3.8 | 1.2 | -1.2 | 3.2 | -8.4 | -6.3
COC(=O)C(C)Oc1ccc(Oc2nc(Cl)ccc2Cl)cc1 (configuration not stated) | 11.0 | 3.5 | · | · | · | -3.3 | 3.2 | 4.1
Cc1ccc(C(=O)N/C(=C\c2cccs2)C(=O)N2CCOCC2)cc1C | 6.9 | 4.5 | -2.2 | · | -0.5 | -3.5 | -3.4 | 2.2
COc1ccc2c3c(n(C)c2c1)[C@H](CO)N(C(=O)C1CC1)CC31CN(C(=O)CN(C)C)C1 | -5.1 | · | · | · | · | -3.6 | 2.4 | -10.7
CN(C)S(=O)(=O)c1ccc(NC(=O)C2CC(=O)N(Cc3ccccc3)C2)cc1 (configuration not stated) | 15.3 | -9.2 | · | · | · | 7.0 | 0.7 | 2.3
Cc1ccccc1-c1ccc(C2[C@@H]3CN(S(=O)(=O)c4ccccc4)C[C@H]2N3)cc1 (some centres not stated) | 4.0&7.3 | -2.1&2.8 | · | 2.8&-44.7 | · | 1.3&-0.1 | 6.2&1.5 | 6.7&32.4
O=C(Nc1cnn(Cc2c(Cl)cccc2Cl)c1)c1ccc([N+](=O)[O-])cc1 | · | 14.8 | -2.1 | -14.9 | 9.0 | · | · | ·
CC(=O)Nc1ccc(NC(=O)c2ccc(N(C)S(=O)(=O)c3ccc(C)cc3)cc2)cc1 | 8.4 | -0.5 | -4.9 | -42.3 | -1.1 | -2.5 | -30.3 | ·
Cc1cccc(-c2ccc([C@@H]3[C@H]4CN(S(=O)(=O)c5cn(C)cn5)CCCCN4[C@H]3CO)cc2)c1 | 12.6 | · | 27.0[16.7 µM] | -3.8 | -4.6 | 2.6 | -2.8 | ·
CN(C(=O)COC(=O)CCc1c[nH]c2ccccc12)c1ccccc1 | 7.5 | 2.4 | -1.8 | -3.6 | -0.9 | 1.1 | · | -2.1
C#CCOC(=O)c1ccccc1C(=O)N(CC)CC | 6.8 | · | -3.8 | 5.6 | -0.5 | -5.4 | · | 1.1
CO/N=C/CC(=O)c1ccc([N+](=O)[O-])c(CS(=O)(=O)c2ccc(Cl)cc2)c1 | 2.8 | -2.4 | · | · | 3.4 | -3.0 | 6.6 | 2.2
CO[C@@H]1CN(C)C(=O)c2cc(NC(=O)c3cc(C)on3)ccc2OC[C@H](C)N(C(=O)C2CC2)C[C@@H]1C | 11.5 | 2.2 | 5.3[16.7 µM] | -0.6 | 46.8 | -0.4 | · | -5.0
Cc1cc(F)ccc1NC(=O)c1cc(S(=O)(=O)N2CCCC2)cn1C | 2.2 | -11.5 | -2.3 | -1.1 | -1.4 | -0.7 | -15.5 | -2.4
COc1cc(OC)c(NC(=S)NCc2ccccc2)cc1Cl | 10.6 | -0.2 | 20.7 | 2.5 | 0.1 | -2.2 | 6.3 | 8.8
O=[N+]([O-])c1ccc(-c2ccc(C=Nc3cccc4ccccc34)o2)cc1 | · | 0.4 | 6.5 | 5.2 | -8.7 | · | · | ·
COc1ccc(-c2noc(CCCC(=O)NCc3ccco3)n2)cc1OC | · | 0.5 | 5.1 | · | -0.1 | · | 29.4 | ·
COc1ccc([C@H](NC(=O)OC(C)(C)C)C(=O)OC(C)(C)C)cc1 | -8.8 | -1.0 | -6.5 | -5.3 | 1.7 | 0.4 | -8.8 | 9.4
CC(C)CNC(=S)N1CCC(C(=O)c2ccc(Cl)cc2)CC1 | 11.1 | -21.6 | 8.0 | · | 0.6 | -1.5 | 7.2 | 11.0
CCCCn1c(N)c(N(CCC(C)C)C(=O)C2CC(=O)N(c3cccc(SC)c3)C2)c(=O)[nH]c1=O (configuration not stated) | 1.1 | -6.1 | -2.4 | 4.7 | 1.6 | 0.8 | -4.5 | -0.3
C[C@@H]1CN([C@H](C)CO)C(=O)c2cc(NC(=O)Cc3cn(C)c4ccccc34)ccc2O[C@H]1CN(C)Cc1ccc(-c2ccccc2)cc1 | · | · | -14.6[16.7 µM] | -9.6 | · | -1.8 | · | 6.6
CC(NC(=O)CNC(=O)c1cccc(Cl)c1)c1ccccc1 (configuration not stated) | -18.6 | -3.7 | · | · | · | -2.3 | -5.3 | 6.0
Cc1cc2c(nc1C)CCCN2C | -35.0 | 5.9 | · | · | · | -8.6 | -5.1 | -14.0
COc1cccc(C(=O)Nc2ccc3c(c2)OC[C@H](C)N(CC2CC2)C[C@@H](C)[C@H](OC)CN(C)C3=O)c1 | -16.3 | -13.4 | 1.5[16.7 µM] | -18.8 | -3.8 | 0.6 | · | -8.3
OCCC1CN(Cc2ccc(-n3cccn3)cc2)CCN1Cc1ccccc1 (configuration not stated) | 4.3 | -4.1 | -5.6 | 8.0 | -0.7 | 6.2 | 10.5 | -14.0
S=C(NCCCN1CCOCC1)Nc1ccc(Nc2ccccc2)cc1 | 6.3 | 3.0 | -2.3 | -13.5 | 4.3 | -6.5 | 36.6 | 6.5
CC(=O)c1ccc(NC(=O)NCc2ccc(F)cc2)cc1 | 9.8 | 6.2 | · | · | · | · | -12.9 | -8.4
CCOC(=O)c1cc(C(O)(C(F)(F)F)C(F)(F)F)c(/N=C/N(C)C)o1 | · | -4.1 | -8.3 | -0.3 | -6.3 | · | · | ·
CCC(C(=O)NC1CCCCC1)n1c(SCc2cccc(F)c2)nc2ccncc21 (configuration not stated) | 3.1 | -15.2 | -8.0 | 5.0 | -0.1 | -1.5 | 16.8 | 9.2
CC(=N\NC(=O)c1cc(Br)ccc1O)/C(=N/O)C(=O)Nc1ccccc1 | 9.6 | 1.0 | -8.9 | 1.0 | · | 30.8 | 6.4 | ·
O=C(Nc1ccccc1C(F)(F)F)C1CCN(C(=O)c2cccs2)CC1 | -6.2 | -0.1 | -5.5 | 1.7 | 0.2 | -0.8 | 3.2 | 13.0
Cc1ccc(S(=O)(=O)N(C)C[C@H]2OCc3cn(nn3)CCCC(=O)N([C@H](C)CO)C[C@H]2C)cc1 | -6.3 | -4.9 | -4.9[16.7 µM] | 7.2 | · | · | 4.3 | -6.5
COc1ccc(-c2noc(N3CCCC(C(=O)Nc4ccc(C(C)=O)cc4)C3)n2)cc1 (configuration not stated) | -33.1 | 1.7 | -1.9 | -18.9 | -2.4 | 5.5 | -122.5 | -50.6
CNC(=O)C[C@H]1CC[C@@H]2[C@H](COc3ccc(NC(=O)NC4CCCC4)cc3C(=O)N2C)O1 | -10.8 | -3.2 | -5.0[16.7 µM] | 4.1 | 4.0 | 1.8 | -10.7 | -15.3
CCC(=O)N1[C@H](CO)[C@H](c2ccccc2)[C@H]1CN(C(C)C)S(C)(=O)=O | -3.7 | -0.7 | -133.3[16.7 µM] | 1.4 | 1.8 | -3.8 | 6.9 | 0.0
CCOc1cc2[nH]c(=S)n(Cc3ccc(C(=O)NCCCOC)cc3)c(=O)c2cc1OCC | · | 15.5 | 7.2 | -13.9 | -0.9 | -2.3 | -11.9 | 3.2
COc1cccc2c1C(CCCC(=O)O)CCC2 (configuration not stated) | 2.0 | -0.1 | -4.3 | -2.5 | 3.0 | -3.1 | -12.7 | 2.3

Given with values under each structure: part of the list above.
Every second line gives: LGR2 antag | FN deposit inh | miR122 inh | PGC1a acetyl inh | Cneo AK release | CASP6 VEID inh | PAX8 inh HTS | EWS-Fli inh
> CC(=O)c1ccc(NC(=O)NCc2ccc(F)cc2)cc1
 : 9.8 | 6.2 | · | · | · | · | -12.9 | -8.4
> CCOC(=O)c1cc(C(O)(C(F)(F)F)C(F)(F)F)c(/N=C/N(C)C)o1
 : · | -4.1 | -8.3 | -0.3 | -6.3 | · | · | ·
> CCC(C(=O)NC1CCCCC1)n1c(SCc2cccc(F)c2)nc2ccncc21 (configuration not stated)
 : 3.1 | -15.2 | -8.0 | 5.0 | -0.1 | -1.5 | 16.8 | 9.2
> CC(=N\NC(=O)c1cc(Br)ccc1O)/C(=N/O)C(=O)Nc1ccccc1
 : 9.6 | 1.0 | -8.9 | 1.0 | · | 30.8 | 6.4 | ·
